Screening results: PubChem, several laboratories
Hep lipid drop: inhibitors of hepatocyte lipid droplet formation, primary screen, imaging, high-throughput imaging, BODIPY stain | AML12 mouse hepatocytes, oleate lipid droplets | inhibition, % at 6.5 µM | 240,000 compounds, 0.4% hits;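 active means lipid droplet intensity inhibited by at least 50%, with more than 500 cells counted; inconclusive means wells with under 300 cells, treated as cytotoxic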
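Material – AML12 mouse liver cells · Also added – oleate loading, 100 µM · Compound dosing – 6.5 µM single-point dosing · Times – overnight treatment with compound plus oleate · Measured by – fluorescence imaging, 20x objective, two fields per well · Read-out – percent inhibition of filter-corrected integrated lipid droplet intensity per well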
XIAP displacement: XIAP antagonists, biochemical, IAP family, fluorescence polarization (AID 1018); 200,000 compounds, 0.007% hits; displacement, % at 20 µM, or IC50 in µM where a hit was titrated; XIAP BIR domain, fluorescence polarization peptide displacement; higher % means a stronger effect; in the data active means displacement above about 50%; further: a part of the inactive calls stands beside numbers as strong as those of hits
P. falciparum M1AAP: P. falciparum M1AAP inhibitors, biochemical, fluorogenic H-Leu-NHMec substrate, 1536-well (AID 1445); Aminopeptidase N (Plasmodium falciparum (isolate 3D7)); recombinant M1AAP, H-Leu-NHMec fluorogenic kinetic assay; higher % means a stronger effect; inhibition, % at 30 µM, or IC50 in µM where a hit was titrated; 220,000 compounds, 0.42% hits;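 active means primary inhibition above the hit cutoff, then over 50% inhibition at one or more dose response concentrations, cut at about 23% in these data, passing the limit was not always enough; inconclusive means conflicting primary data, or primary hits not chosen for dose response; inactive means low primary inhibition, or under 50% at every dose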;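 further: plate controls were DMSO full reaction for no effect and no enzyme background for full effect; strong numbers were not always called active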
LYP inhibition: inhibitors of LYP phosphatase, biochemical, fluorescence intensity, uHTS (AID 1779); inhibition, % at 11.5 µM, or IC50 in µM where a hit was titrated; 290,000 compounds, 0.054% hits; Tyrosine-protein phosphatase non-receptor type 22 (Homo sapiens); recombinant LYP phosphatase, fluorescence intensity; higher % means a stronger effect;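 further: plate controls were vehicle with enzyme for no effect and no enzyme for full effect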
AID2073: inhibitors of Mint1-CaV2.2 protein interaction, biochemical, HTRF (AID 2073); Voltage-dependent N-type calcium channel subunit alpha-1B (Homo sapiens); HTRF protein-protein interaction, Mint1-CaV2.2; higher % means a stronger effect; inhibition, % at 20 µM; hits with a dose series show IC50 in µM; 290,000 compounds, 0.19% hits; in the data active means inhibition mostly above about 51%, no sharp cut-off; inconclusive means no clear call, values can overlap the other calls; inactive means mostly below about 53%; further: some results filed as inactive read as strong as hits
ER stress rescue: rescue of cells from ER stress-induced death, primary screen, 384-well, CSM14.1, thapsigargin, ATP luminescence (AID 1222); CSM14.1 thapsigargin-induced death rescue, ATP luminescence; higher % means a stronger effect; one-dose cellular ATP content (survival), % at 20 µM; EC50 in µM for titrated hits; 190,000 tested, under 10 active;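 active means EC50 below 50 µM in the dose-response confirmation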;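 further: death triggered by thapsigargin at about 15 µM added after 2 h compound pretreatment; cell ATP read after overnight thapsigargin exposure of roughly 18 to 22 hours; normalized against plate controls of thapsigargin alone and 5% DMSO vehicle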
SIAH1 antagonists: Siah-1 peptide-binding antagonists, primary screen, biochemical, fluorescence polarization, rhodamine-plectin, uHTS (AID 1817); 290,000 compounds, 0.02% hits; E3 ubiquitin-protein ligase SIAH1 (Homo sapiens); one-dose displacement, % at 20 µM; IC50 in µM for titrated hits; Siah-1 / rhodamine-plectin peptide fluorescence polarization; higher % means a stronger effect;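 active means displacement of at least 50% at 20 µM, with a fluorescence ratio check between 0.3 and a set limit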;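 further: plate controls were Siah plus tracer with DMSO for no effect and tracer alone without Siah for full effect; strong numbers were not always called active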
P. falciparum M17LAP: P. falciparum M17LAP inhibitors, primary screen, biochemical, fluorogenic H-Leu-NHMec substrate, 1536-well (AID 1619); Leucine aminopeptidase (Plasmodium falciparum (isolate 3D7)); recombinant M17LAP, H-Leu-NHMec fluorogenic kinetic assay; higher % means a stronger effect; inhibition, % at 30 µM, or IC50 in µM where a hit was titrated; 220,000 compounds, 0.38% hits;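 active means compound inhibiting the enzyme by more than half at any dose during confirmatory dose-response retesting; inconclusive means strong single-dose inhibitors picked by rank but not retested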;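 further: plate controls were full reaction with DMSO carrier for no effect and no enzyme background for full effect; strong numbers were not always called active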
NOD2 inhibition: NOD2 signaling inhibitors, cell-based, luminescence, uHTS, HEK293 (AID 1566); 290,000 compounds, 0.63% hits; HEK293 NOD2/NF-kB luciferase reporter, luminescence; higher % means a stronger effect; inhibition, % at 4 µM; hits with a dose series show EC50 in µM; further: many of its hits are not listed in these tables
Hep lipid drop cells 6.5 µM: further read-out of Hep lipid drop, marked with its call; cell count; measured here: cell count, cytotoxicity flag;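 cells counted across two imaged fields per well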
* = called active by the depositor; u = inconclusive; x = no result given. Unless noted, no stated cut-off is given here; in the data, active means inhibition above about 50%; inactive means the rest.

SMILES | Hep lipid drop | Hep lipid drop cells 6.5 µM | XIAP displacement | P. falciparum M1AAP | LYP inhibition | AID2073 | ER stress rescue | SIAH1 antagonists | P. falciparum M17LAP | NOD2 inhibition
CN1CCNC(=O)C1CC(=O)NCCc1ccccc1F (stereo not drawn) | 5.2 | 683 | -5.9% | 1.6% | -5.0% | 6.8% | -0.8% | -1.5% | -24.6% | -4.5%
CC/C(=N\NC(=S)NC(C)C)c1ccc(OC)c(OC)c1 | 9.9 | 721 | -7.0% | 0.4% | 0.1% | -12.9% | -0.5% | -1.2% | 23.4% | 11.5%
O=C(NCc1cccc(OC(F)(F)F)c1)C1CCC(=O)N(Cc2cccc(F)c2)C1 (stereo not drawn) | -12.1 | 689 | x | x | -6.5% | 8.6% | x | 6.8% | x | -0.6%
CCOc1ccc(/C=C/C(=O)Oc2ccc(OC)cc2)cc1 | -6.8 | 849 | x | x | -7.3% | 9.9% | x | -1.5% | x | 22.4%
CSc1ccc(NC(=O)C(C)N2CCN(C)CC2)cc1 (stereo not drawn) | -6.2 | 418 | x | x | -6.4% | 1.0% | x | 6.7% | x | 13.5%
NS(=O)(=O)c1ccc(NC(=O)C(=O)NCCC(=O)O)cc1 | -2.8 | 703 | x | 5.0% | -4.2% | 4.0% | x | -1.4% | 4.0% | 3.6%
COc1ccccc1NC(=O)C(CC=C(Cl)Cl)C(C)=O (stereo not drawn) | x | x | -8.6% | 18.4% | -13.7% | -16.8% | -1.3% | -4.5% | 20.2% | 8.5%
CN(C)S(=O)(=O)c1ccc(NC(=O)CCCNC(=O)c2ccc(Cl)cc2)cc1 | -3.3 | 815 | x | x | 1.4% | -0.2% | x | 10.0% | x | 11.0%
C=CCN1CCN(C(=O)CCc2ccccc2)CC1 | -1.8 | 837 | x | x | -10.8% | -6.6% | x | 8.3% | x | -7.0%
COc1ccc(NC(=O)c2oc3ccccc3c2NC(=O)C2CC2)c(OC)c1 | -0.2 | 747 | x | x | -14.1% | 11.0% | x | 8.3% | x | 8.0%
COc1ccc(N2C(=O)CN(Cc3ccc(OC)c(OC)c3)C2=S)cc1 | 16.8 | 748 | -7.4% | -10.8% | -6.6% | -2.8% | -0.8% | 1.7% | -0.5% | 13.5%
CC(=O)c1ccc(N(C)C)cc1 | 2.4 | 770 | -9.0% | -1.4% | -6.0% | 2.9% | -0.6% | 3.2% | 5.0% | -3.0%
O=C(c1cnccn1)N(c1ccccc1)C1(C(=O)NC2CCCC2)CCCCC1 | -1.3 | 767 | -5.7% | -0.2% | -3.7% | -9.0% | 6.7% | -5.4% | -9.4% | 4.1%
COC(=O)CSc1nc(N)nc(C)c1Cl | -2.1 | 726 | -3.6% | 0.5% | -3.8% | -2.0% | -0.8% | -3.0% | -11.9% | -3.1%
C=CCNC(=S)N1CCN(c2ncc3c(=O)c(C(=O)O)cn(CC)c3n2)CC1 | x | x | -9.8% | 4.5% | 0.0% | -2.9% | 1.4% | 1.9% | 28.6% | 3.9%
CN1C(C)(C)CC(NC(=O)c2ccco2)CC1(C)C | 5.5 | 802 | x | x | -10.4% | 13.9% | x | -4.2% | x | -3.8%
COc1ccc(OC(=O)C2CC(=O)N(c3ccc(C)cc3)C2)cc1 (stereo not drawn) | 1.1 | 742 | -4.8% | 1.9% | -1.8% | 0.8% | 0.5% | 16.7% | 0.6% | 6.3%
CCN(CC)S(=O)(=O)c1ccc(NC(=O)C(C)N(c2ccc(OC)cc2)S(C)(=O)=O)cc1 (stereo not drawn) | 4.0 | 798 | -8.2% | -1.2% | -4.0% | 20.3% | -2.8% | -6.2% | 0.7% | 11.1%
COc1ccccc1NC(=O)CSc1nnc(Cc2cccn2C)n1-c1ccc(F)cc1 | -22.4 | 592 | -12.5% | 5.0% | 1.1% | -9.2% | -1.5% | 0.5% | -2.4% | x
C1=CN2CCC1C(c1ccccc1)C2 (stereo not drawn) | x | x | -2.1% | -1.6% | -4.7% | 13.9% | 6.3% | -0.4% | 9.0% | 11.3%

Fetched one by one from above (3):
SMILES | Hep lipid drop | Hep lipid drop cells 6.5 µM | XIAP displacement | P. falciparum M1AAP | LYP inhibition | AID2073 | ER stress rescue | SIAH1 antagonists | P. falciparum M17LAP | NOD2 inhibition
COc1ccccc1NC(=O)C(CC=C(Cl)Cl)C(C)=O (stereo not drawn) | x | x | -8.6% | 18.4% | -13.7% | -16.8% | -1.3% | -4.5% | 20.2% | 8.5%
COc1ccc(NC(=O)c2oc3ccccc3c2NC(=O)C2CC2)c(OC)c1 | -0.2 | 747 | x | x | -14.1% | 11.0% | x | 8.3% | x | 8.0%
NS(=O)(=O)c1ccc(NC(=O)C(=O)NCCC(=O)O)cc1 | -2.8 | 703 | x | 5.0% | -4.2% | 4.0% | x | -1.4% | 4.0% | 3.6%

Following part
SMILES | Hep lipid drop | Hep lipid drop cells 6.5 µM | XIAP displacement | P. falciparum M1AAP | LYP inhibition | AID2073 | ER stress rescue | SIAH1 antagonists | P. falciparum M17LAP | NOD2 inhibition
O=C(CCn1c(=O)oc2ccc(Cl)cc21)NCCCN1CCOCC1 | 8.7 | 680 | x | x | -8.9% | 7.4% | x | -3.0% | x | 21.5%
CCC(=O)Nc1cccc(C(=O)Nc2nccs2)c1 | -12.9 | 724 | -8.2% | -4.0% | -6.1% | 1.0% | -1.8% | 2.0% | 13.0% | 5.0%
Cc1cc(C)cc(N(CC(=O)N2CC=C(c3ccccc3)CC2)S(=O)(=O)c2c(C)noc2C)c1 | x | x | -4.8% | 11.8% | 14.2% | 0.9% | 0.2% | -2.0% | 5.3% | -23.9%
O=C(OCc1nnc(-c2ccccc2)o1)C1CC(=O)N(Cc2ccco2)C1 (stereo not drawn) | 24.7 | 679 | -6.9% | 0.7% | -6.6% | 23.3% | 0.4% | -9.7% | 20.9% | -1.3%
CC1(C)C=C(c2ccc(C=O)s2)CC(C)(C)N1 | -8.8 | 535 | -15.9% | 2.9% | -8.1% | 4.6% | 0.9% | -0.1% | 17.4% | 4.1%
Cc1cc(SCC(=O)N/N=C/c2ccccc2C(=O)O)c(C)cc1Br | -0.4 | 811 | x | x | -4.0% | 1.5% | x | -2.7% | x | 15.9%
CCOC(=O)C(C)Oc1c(Br)cc(C2NC(=O)NC(C)=C2C(C)=O)cc1OCC (stereo not drawn) | -54.5 | 766 | -8.6% | 8.1% | -5.2% | 12.5% | -0.5% | -5.2% | 17.8% | 21.8%
O=C(CNC(=O)c1ccncc1)N/N=C/c1ccccn1 | 4.9 | 676 | 0.6% | -1.1% | -4.6% | 23.8% | -6.7% | -5.8% | -3.5% | 7.1%
CCC1Oc2ccccc2N(CC(=O)NC2CCCC2)C1=O (stereo not drawn) | -21.7 | 757 | x | x | -1.5% | 7.8% | x | 4.4% | x | 5.3%
COc1ccc(-c2nn(-c3ccccc3)cc2/C=N/NC(=O)c2cccc(S(=O)(=O)Nc3ccccc3Cl)c2)cc1 | -3.6 | 514 | 0.3% | 7.4% | 3.5% | 30.0% | -1.8% | -3.6% | -3.1% | -111.3%
Cc1ccc(CN2C(=O)/C(=C\c3ccc(C(=O)NCc4cccnc4)cc3)Oc3ccccc32)cc1 | -5.3 | 552 | -4.2% | -4.7% | -11.6% | 0.1% | -1.3% | 12.1% | -8.7% | 15.0%
CC(=O)N(C)c1ccc(C(O)(C(F)(F)F)C(F)(F)F)cc1 | -22.0 | 696 | -3.5% | -4.9% | -4.1% | -0.8% | -2.6% | 12.2% | -1.2% | 7.6%
Cc1ccc(CNC(=O)Cn2nnc(C(=O)Nc3cc(C)ccc3C)c2N)cc1 | 19.0 | 750 | x | x | -10.4% | 6.0% | x | 3.7% | x | -1.4%
CCOC(=O)C1CCCN(C(=O)c2ccc(CS(=O)(=O)c3ccc(Br)cc3)o2)C1 (stereo not drawn) | -3.5 | 643 | -3.1% | 7.9% | 1.5% | -1.3% | x | 0.9% | 5.5% | 17.1%
O=C(Nc1ccc2c(c1)CCC2)c1cnn2c1NC(c1ccco1)CC2C(F)(F)F (stereo not drawn) | -55.3 | 670 | -6.9% | 10.8% | -0.2% | 10.1% | -1.9% | -10.6% | -6.4% | -29.0%
CCOc1ccc2oc(C(=O)N3CCN(Cc4ccccc4)CC3)c(C)c2c1 | -67.2 | 800 | x | x | -5.6% | 2.6% | x | 15.2% | x | 12.0%
COc1cccc(C(=O)C2=NN(C(C)=O)CC2c2ccco2)c1 (stereo not drawn) | 6.7 | 735 | -6.5% | 7.0% | -2.9% | 9.7% | -1.1% | 5.8% | -1.1% | 1.3%
CCOC(=O)C1=NN(C(C)=O)C2C(=O)N(CC)C(=O)C12 (stereo not drawn) | 42.5 | 716 | x | 0.1% | -7.5% | -10.2% | x | 3.7% | 3.7% | 11.9%
CC(=O)Nc1cccc(NC(=O)c2ccc3c(c2)CCN3S(=O)(=O)c2ccccc2)c1 | -2.1 | 755 | x | x | -1.8% | 9.5% | x | -1.4% | x | 7.8%
COc1cc(NC(=S)N2CCCC(C)C2)cc(OC)c1OC (stereo not drawn) | -4.4 | 689 | -1.6% | 9.3% | -6.3% | -2.7% | 0.8% | -3.7% | 1.1% | 13.1%
CCOC(=O)CSc1nc2cccnc2n1-c1ccc(F)cc1 | -4.5 | 734 | -17.0% | 1.6% | -3.2% | 13.2% | -2.2% | -0.4% | -7.2% | -6.2%
O=C(CN1C(=O)c2ccccc2S1(=O)=O)NC1CC2CCC1C2 (stereo not drawn) | x | x | -1.3% | 6.7% | -4.0% | -7.6% | -1.4% | 3.7% | 75.4µM* | -2.2%
CC1=NN(C(=O)c2ccc(Cn3nc(C)c([N+](=O)[O-])c3C)o2)C(O)(C(F)(F)F)C1 (stereo not drawn) | -5.4 | 646 | 2.1% | 14.6% | 3.8% | u | -0.5% | 15.0% | 35.4% | 4.0%
NC(=S)N/N=C1\CC(n2nnn(-c3cccc(Cl)c3)c2=S)C2COC1O2 (stereo not drawn) | -0.3 | 581 | -2.9% | 3.0% | -0.4% | 21.5% | -1.1% | 5.0% | 7.9% | 4.5%

Just LYP inhibition and ER stress rescue, for some of the entries so far:
Compound	LYP inhibition	ER stress rescue
CCOC(=O)CSc1nc2cccnc2n1-c1ccc(F)cc1	-3.2%	-2.2%
NC(=S)N/N=C1\CC(n2nnn(-c3cccc(Cl)c3)c2=S)C2COC1O2 (stereo not drawn)	-0.4%	-1.1%

The list is partial, so the mix of outcomes need not match the whole.
